USP2a block – inhibitors of human ubiquitin-specific protease USP2a; O75604; USP2 core, Ub-CHOP2 coupled fluorogenic reporter, 485/531; Potency, µM (series often up to 38.3 µM), inactives show at the top dose activity change, negative = inhibition, most hits filed as inhibitors; 330,000 compounds, 0.01% hits;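 further: potency means the concentration at half of the fitted maximal effect; plate controls were DMSO wells for no effect and full inhibition by NEM control for full effect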
Target sequence (O75604 whole entry, looked up): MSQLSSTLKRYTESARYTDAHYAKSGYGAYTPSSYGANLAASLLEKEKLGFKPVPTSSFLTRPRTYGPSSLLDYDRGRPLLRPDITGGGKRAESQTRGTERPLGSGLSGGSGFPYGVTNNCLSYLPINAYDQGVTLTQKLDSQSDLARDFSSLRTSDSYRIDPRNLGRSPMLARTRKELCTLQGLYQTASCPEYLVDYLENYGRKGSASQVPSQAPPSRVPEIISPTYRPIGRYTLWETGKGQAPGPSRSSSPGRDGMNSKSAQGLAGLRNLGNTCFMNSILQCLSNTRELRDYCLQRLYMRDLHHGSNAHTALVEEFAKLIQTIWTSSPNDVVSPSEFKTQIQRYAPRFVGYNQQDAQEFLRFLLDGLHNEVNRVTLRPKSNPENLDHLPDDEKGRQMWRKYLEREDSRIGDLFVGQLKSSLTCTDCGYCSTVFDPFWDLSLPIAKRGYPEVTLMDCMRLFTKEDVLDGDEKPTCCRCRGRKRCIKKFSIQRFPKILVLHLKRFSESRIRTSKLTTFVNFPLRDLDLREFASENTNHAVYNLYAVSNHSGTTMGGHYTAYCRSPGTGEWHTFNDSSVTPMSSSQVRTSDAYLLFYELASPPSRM
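USP2 core (10nM final) preincubated 30min RT with compound in 20mM Tris-HCl pH 8.0, 2mM CaCl2, 2mM beta-mercaptoethanol, 0.05% CHAPS; 25nM Ub-CHOP2 plus 25nM reporter substrate added, fluorescence (Ex485/Em531) read after 60min.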
Chronic BCR inh – inhibitors of chronic active B-cell receptor signaling; ABC-DLBCL IkBa-CBG/CBR reporter, luminescence ratio, 4 h; 340,000 compounds, 0.05% hits; Potency, µM (doses to about 46.1 µM), without a hit: at the highest dose ratio change, negative = lower green/red ratio, most hits filed as inhibitors; AID 493014; active means well fitted inhibition curve with a large enough effect in the signal ratio, with a control signal flat, not every such curve was filed as active; inconclusive means small, poorly fitted or top-dose-only effect, or effect the other way, or a change in a side signal; the % refers to the signal ratio;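 further: potency means the concentration at half of the fitted maximal effect; plate controls were basal doxycycline-induced cells for no effect and cells given 10 µM MG132 for full effect; MG132 reads +100%, hits lower the ratio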
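Cell line TMD8 (human ABC DLBCL), stably expressing tet-inducible CBG68-IkBa fusion and CBR; IMDM/0.5% FBS; cpd up to 46 uM; dox induction, 4 h, 37C/5% CO2; dual luminescence; green/red ratio; MG132 control.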
TCR activator – T cell receptor activation; primary human leukocytes, anti-CD3, IL-2 HTRF, 48 h; Potency, µM (doses to about 9.22 µM), for inactives: at the highest dose activation of IL-2 secretion, usual class: activators; 330,000 tested, under 10 active; AID 504894; further: % of control where 0% means no effect
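IL-2 release read by HTRF sandwich (Eu cryptate donor, d2 acceptor, 665 nm emission) after 48 hr exposure of primary human leukocytes to compound together with anti-CD3 beads in the absence of co-stimulatory signals.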
TSHR antag – antagonists of human thyroid stimulating hormone receptor. TSHR-expressing cells, TSH-stimulated cAMP HTRF, 2 h; stronger effect = lower value. 330,000 compounds, 0.2% hits. AID 504810. activity change, negative = inhibition, % at 11.5 µM;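 active means activity change below a set negative limit, meaning inhibition stronger than a set level, cut at about -70% in these data; inconclusive means activity change between two set negative limits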; further: on the % scale 0 is the no-effect control and ±100 the full control effect
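TSHR-expressing cells were treated with compounds, then stimulated with TSH at EC80 (4nM final) for 2 hours at 37 deg C. Cellular cAMP was measured by HTRF competition between lysate cAMP and cAMP-d2 for a cryptate-labelled anti-cAMP antibody.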
Tb PFK block – T. brucei PFK enzyme inhibition; T. brucei PFK, ADP-Glo luminescence; Potency, µM (doses to about 57.5 µM), inactives show top-dose activity, negative = inhibition, most hits filed as inhibitors; 330,000 compounds, 0.17% hits; AID 485367;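 further: potency means the concentration at half of the fitted maximal effect; 0% = uninhibited 1x PFK enzyme wells and -100% = no-enzyme wells; nearly all actives have a fitted effect of over 60% in size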
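In TEA buffer at pH 8.0 with 5 mM MgCl2, enzyme (1.25 nM) converted F6P (0.5 mM) and ATP (0.1 mM) for 45 min at room temperature. ADP product was read by luciferase luminescence.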
B2AR arrestin – agonists driving beta-arrestin recruitment to human beta2-adrenergic receptor; beta-arrestin recruitment to beta2AR, cell-based reporter; 330,000 compounds, 0.02% hits; Potency, µM (highest dose often 46.1 µM), without a hit: at the top dose activation, actives largely listed as activators;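 further: potency means the concentration at half of the fitted maximal effect; 0% = DMSO controls and full agonism = EC100 isoproterenol or metaproterenol; nearly all actives have a fitted effect of over 65% in size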
uPA generation – inhibitors of cell surface uPA generation | cell surface uPA generation assay, qHTS | Potency, µM (series often up to 38.3 µM), without a hit: at the highest dose activity change, negative = inhibition, hits mostly inhibitors | 330,000 compounds, 0.31% hits | AID 540303; active means well fitted inhibition curve with a large enough effect; inconclusive means small, poorly fitted or top-dose-only effect; inactive means no such curve, though single readings can be large or run the other way; tested in mouse RAW 264.7 cells; further: potency means the concentration at half of the fitted maximal effect; on the % scale 0 is the no-effect control and ±100 the full control effect; nearly all actives have a fitted effect of over 55% in size
PTAP TSG101 blk – blocks PTAP/TSG101 interaction to inhibit HIV-1 budding; Potency, µM (doses to about 115 µM), for the others: top-dose activity change, negative = inhibition, actives largely listed as inhibitors; 340,000 tested, under 10 active; Fluorescence polarization, FITC-PTAP peptide / Tsg101 binding; AID 493005; Q99816; active means well fitted inhibition curve with a large enough effect in the main read-out, with a control signal flat, not every such curve was filed as active; inconclusive means small, poorly fitted or top-dose-only effect, or effect the other way, or a change in a side signal; inactive means no such curve, though single readings can be large or run the other way; further: potency means the concentration at half of the fitted maximal effect; % of control where 0% means no effect
Target sequence (Q99816 whole entry, looked up): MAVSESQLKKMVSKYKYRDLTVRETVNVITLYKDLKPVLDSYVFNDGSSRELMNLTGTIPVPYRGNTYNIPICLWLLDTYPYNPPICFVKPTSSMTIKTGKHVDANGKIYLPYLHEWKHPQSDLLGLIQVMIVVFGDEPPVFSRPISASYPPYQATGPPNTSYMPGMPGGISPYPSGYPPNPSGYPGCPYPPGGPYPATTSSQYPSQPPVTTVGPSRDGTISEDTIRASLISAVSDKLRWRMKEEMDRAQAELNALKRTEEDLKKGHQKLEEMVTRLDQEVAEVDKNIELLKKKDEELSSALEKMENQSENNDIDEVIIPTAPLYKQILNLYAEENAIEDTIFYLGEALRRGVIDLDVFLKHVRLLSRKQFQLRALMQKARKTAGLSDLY
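Tsg101 binding domain (10 uM final) was mixed with compound and a FITC-labeled PTAP peptide (50 nM final) in HEPES pH 7.5 buffer with NaCl, Tween 20, EDTA and TCEP; fluorescence polarization was read after 20 min at r.t.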
Mito fusion yeast – blocks mitochondrial division or promotes mitochondrial fusion | S. cerevisiae fusion-defective mutant growth rescue, CellTiterGlo 48 h | Potency, µM (series often up to 46.1 µM), for inactives: at the top dose growth rescue (activation), hits mostly activators | 320,000 compounds, 0.23% hits | AID 485298;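 further: potency means the concentration at half of the fitted maximal effect; % of control where 0% means no effect; nearly all actives have a fitted effect of over 45% in size; temperature-sensitive fusion mutants such as fzo1-1 at 37 °C on non-fermentable ethanol glycerol medium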
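Read-out: ATP-based luminescence (CellTiterGlo, 10 min ambient) reporting growth of fusion-defective ts yeast after 48 hours at 37C on glycerol/ethanol YPEG medium in the presence of compound.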
Eya2 inh – inhibitors of human Eya2 phosphatase activity; recombinant Eya2, OMFP fluorescence dephosphorylation (OMFP is methylfluorescein phosphate); Potency, µM (doses to about 76.9 µM), inactives show at the highest dose activity, negative = inhibition, usual class: inhibitors; 330,000 compounds, 0.006% hits; O00167; further: potency means the concentration at half of the fitted maximal effect; on the % scale 0 is the no-effect control and ±100 the full control effect
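Eya2 (0.2 uM) preincubated 10 min at ambient with compound, then OMFP substrate added at 50 uM; 10 min reaction in 50 mM HEPES pH 7.5, 50 mM NaCl, 5 uM MgCl2, 0.05% BSA, 1 mM DTT. Fluorescence read at Ex 485/Em 525 nm.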
ELG1 repair inh – inhibitors of ELG1-dependent DNA repair in HEK293T cells; 330,000 compounds, 2.3% hits; HEK293T ELG1-luciferase reporter, luminescence, 16 h; DNA damage induced by 5-fluorouridine; Potency, µM (series often up to 46.1 µM), for inactives: at the highest dose activity change, negative = inhibition, hits mostly inhibitors; further: potency means the concentration at half of the fitted maximal effect; on the % scale 0 is the no-effect control and ±100 the full control effect; nearly all actives have a fitted effect of over 55% in size
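Overnight (16 hr) co-exposure of 2,000 cells/well to 5-fluorouridine and compound at 37 °C preceded detection. Luciferase was quantified via ONE-Glo luminescence; loss of signal denotes inhibition.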
Active calls of the source: *; ? = inconclusive; nt = not tested or not shown; [ ] = remark or other dose. Unless noted, the call rests on the fitted dose curve; in most records, active means well fitted curve in the direction sought with a large enough effect; inconclusive means small, poorly fitted or top-dose-only effect, or another doubt; inactive means no such curve, though single readings can be large; an effect the other way counts as inactive or inconclusive.

1: CCOCCCN(C(=O)CNC(=O)c1ccco1)C(C(=O)NC1CCCC1)c1cccc(OC)c1 (configuration not stated)
2: CCc1cc(=O)oc2cc(C)cc(OC(C)C(=O)NCCN3CCOCC3)c12 (configuration not stated)
3: COc1ccc(-c2c3c(=O)n(C)c(=O)n(C)c3cn2-c2cc(OC)ccc2OC)cc1
4: CNC(=S)N/N=C/c1ccc(N(C)C)cc1
5: O=S(=O)(Cc1nnnn1-c1ccccc1)c1ccc(F)cc1
6: Cc1cccc(CSc2nc(N)c(C#N)c(-c3cccs3)c2C#N)c1
7: CC(C)(C)c1ccc(-c2noc(CNC(=O)c3ccco3)n2)cc1
8: CN(C(=O)CSc1n[nH]c(N)n1)C1CCCCC1

Assay by compound	1	2	3	4	5	6	7	8
USP2a block	0%	3%	4%	1%	-3%	1%	-1%	7%
Chronic BCR inh	0%	?	-16%	-4%	-2%	24%	?	?
TCR activator	-4%	-7%	nt	-6%	-2%	-6%[46.1 µM]	-5%	8%
TSHR antag	4	-8	-1	-2	-2	-35	11	nt
Tb PFK block	2%	-5%	-1%	-5%	3%	-1%	1%	1%
B2AR arrestin	-0.1%	0.3%	-0.8%	13%	-0.6%	0.0%	-0.7%	0.3%
uPA generation	2%	1%	-8%	-2%	3%	3%	-1%	7%
PTAP TSG101 blk	-4%	-3%	-2%	-2%	-2%	1%	0%	-7%
Mito fusion yeast	2%	23%	nt	-3%	1%	13µM*	25%	nt
Eya2 inh	0%	4%	2%	1%	7%	-3%	-6%	-20%
ELG1 repair inh	7%	0%	?	?	6%	?	20%	10%

9: Cc1ccc2c(c1)NC(=O)C(N1CCOCC1)(C(F)(F)F)O2 (configuration not stated)
10: COc1ccc2c(c1)cc1c(=O)n(CC(=O)NCCCOC(C)C)nc(C)n12
11: Cc1cc(C)c(S(=O)(=O)NCc2cccs2)cc1C
12: COc1ccccc1CNC(=O)COC(=O)c1cc2ccccc2o1
13: CCOC(=O)C1=C(C)NC(=O)C1CC(=O)O (configuration not stated)
14: CS(=O)(=O)c1cccc(C(=O)NCc2ccc(F)cc2)c1
15: Cc1ccsc1C(=O)N/N=C/C=C/c1ccccc1[N+](=O)[O-]
16: CCC(=O)N1CCN(c2ccccc2NC(=O)COc2cc(C)ccc2C(C)C)CC1

Assay by compound	9	10	11	12	13	14	15	16
USP2a block	-1%	-2%	1%	-1%	4%	2%	0%	0%
Chronic BCR inh	-7%	?	-2%	-4%	2%	?	?	?
TCR activator	8%	6%	1%	3%[46.1 µM]	2%[46.1 µM]	2%	4%	3%
TSHR antag	-2	16	-11	0	5	-7	4	-2
Tb PFK block	9%	-4%	0%	6%	5%	-3%	4%	0%
B2AR arrestin	0.0%	0.8%	-0.7%	-0.1%	-0.9%	0.2%	0.3%	-0.3%
uPA generation	-2%	3%	-4%	-4%	-12%	4%	3%	-1%
PTAP TSG101 blk	-4%	-1%	2%	-1%	1%	-6%	-9%	-10%
Mito fusion yeast	2%	-1%	0%	nt	-1%	0%	-3%	10%
Eya2 inh	6%	1%	11%	-1%	-18%	0%	-10%	-25%
ELG1 repair inh	0%	3%	-7%	?	1%	2%	?	?

A section from the list above, for reference:
9: Cc1ccc2c(c1)NC(=O)C(N1CCOCC1)(C(F)(F)F)O2 (configuration not stated)
10: COc1ccc2c(c1)cc1c(=O)n(CC(=O)NCCCOC(C)C)nc(C)n12

Assay by compound	9	10
USP2a block	-1%	-2%
Chronic BCR inh	-7%	?
TCR activator	8%	6%
TSHR antag	-2	16
Tb PFK block	9%	-4%
B2AR arrestin	0.0%	0.8%
uPA generation	-2%	3%
PTAP TSG101 blk	-4%	-1%
Mito fusion yeast	2%	-1%
Eya2 inh	6%	1%
ELG1 repair inh	0%	3%

Following part:
17: CCCCn1c(SCC(=O)NCc2ccco2)nc2cc(S(N)(=O)=O)ccc21
18: Cc1cccc(OCC(=O)Nc2nnc(S(=O)(=O)N3CCC(C)CC3)s2)c1
19: COc1ccc(C(C#N)CCC2OCCO2)cc1OC (configuration not stated)
20: CC1CCc2c(sc3ncn(N)c(=N)c23)C1 (configuration not stated)
21: CN(CC(O)CN)CC(O)CN1CCCCC1 (configuration not stated)
22: O=C(COc1ccc(Cl)cc1Cl)Nc1nc2n(n1)C(c1ccccc1)CC(=O)N2 (configuration not stated)
23: COC(=O)CCC(=O)NC1CC(C)(C)Cc2c1cnn2-c1ccccc1 (configuration not stated)
24: Cn1c(C(=O)N2CCCC(C(=O)NCc3ccc4c(c3)OCO4)C2)cc2sccc21 (configuration not stated)

Assay by compound	17	18	19	20	21	22	23	24
USP2a block	0%	0%	0%	-4%	2%	-2%	1%	-9%
Chronic BCR inh	?	11%	-10%	4%	-6%	5%	0%	?
TCR activator	-2%	3%	1%	-5%	-7%	0%	-5%	6%
TSHR antag	17	-13	0	7	11	-3	36	-10
Tb PFK block	3%	3%	-2%	0%	1%	-3%	0%	-3%
B2AR arrestin	0.2%	-0.3%	0.2%	0.3%	0.0%	-0.1%	-1.2%	-0.9%
uPA generation	-2%	-3%	-4%	8%	8%	9%	3%	14%
PTAP TSG101 blk	-2%	-3%	nt	-5%	-9%	-6%	1%	-1%
Mito fusion yeast	-7%	6%	-9%	-3%	3%	-3%	1%	13%
Eya2 inh	3%	4%	-25%	-25%	9%	-14%	4%	-30%
ELG1 repair inh	12%	0%	?	-29%	?	-3%	9%	?

25: C=C(C)c1cc2c(ccc3ccc(=O)oc32)o1
26: COCCOC(=O)c1c(C)oc2ccc(OC(=O)c3ccco3)cc12
27: CCOC(=O)C1=C(COC(=O)CCOc2ccccc2)NC(=O)NC1C (configuration not stated)
28: COCCN(Cc1cc2cc(C)ccc2[nH]c1=O)S(=O)(=O)c1ccc(Cl)cc1
29: Cc1onc(-c2ccccc2)c1C(=O)Nc1ccc2c(C)cc(=O)oc2c1
30: Cc1ccccc1C(=O)Nc1ccccc1N1CCN(C(=O)c2ccccc2)CC1
31: c1ccc(CC2CCN(Cc3nc(-c4ccccc4)no3)CC2)cc1
32: COc1ccccc1OCC(=O)N1CC2(C)CC1CC(C)(C)C2 (configuration not stated)

Assay by compound	25	26	27	28	29	30	31	32
USP2a block	-10%	-1%	0%	-1%	-1%	-2%	-5%	-2%
Chronic BCR inh	10%	0%	-16%	4%	2%	?	3%	13%
TCR activator	1%	2%[46.1 µM]	19%	12%	-3%	nt	nt	-27%
TSHR antag	1	-4	-2	-19	-1	-3	-7	-3
Tb PFK block	-8%	0%	-2%	-1%	3%	-2%	-1%	-4%
B2AR arrestin	-1.2%	-1.6%	-0.6%	-0.8%	-0.8%	-0.2%	0.2%	0.2%
uPA generation	-8%	7%	-16%	-6%	-1%	8%	7%	-3%
PTAP TSG101 blk	-8%	-5%	0%	-2%	-4%	2%	-13%	2%
Mito fusion yeast	nt	?	2%	12%	-4%	8%	-1%	2%
Eya2 inh	8%	-3%	5%	-2%	4%	-10%	12%	2%
ELG1 repair inh	?	?	0%	-13%	?	?	?	-1%

33: Cn1cc([N+](=O)[O-])c(C(=O)NNC(=O)c2ccc([N+](=O)[O-])cc2Cl)n1
34: NC(=O)CSc1nc2ccc([N+](=O)[O-])cc2[nH]1
35: CC(C)c1cc(C(=O)Nc2cc(Br)ccc2O)no1
36: CCOc1ccc(CCNC(=O)Cn2nc(C)c3c(C)n(-c4ccccc4)nc3c2=O)cc1OCC

Assay by compound	33	34	35	36
USP2a block	12%	3%	4%	1%
Chronic BCR inh	-6%	17%	?	5%
TCR activator	2%	3%	-2%	-2%
TSHR antag	-3	-2	-14	12
Tb PFK block	-1%	-5%	2%	-4%
B2AR arrestin	-0.1%	-0.1%	-0.4%	-0.1%
uPA generation	-4%	-1%	-3%	-3%
PTAP TSG101 blk	2%	-1%	-5%	0%
Mito fusion yeast	0%	14µM*	13%	-2%
Eya2 inh	-1%	2%	18%	3%
ELG1 repair inh	-12%	-3%	?	-9%

Assay outcomes deposited in PubChem BioAssay by National Center for Advancing Translational Sciences (NCATS).
